# Bioassay records deposited in PubChem BioAssay by NMMLSC.
# Avidin bead fluor = green autofluorescence of compounds with avidin beads – biophysical, 488/530 nm, flow cytometry, artefact control, profiling panel | compound fluorescence 488/530 nm; active compounds read high | fluorescence (KMESF) at 10 µM | actives 0.38% (n = 220,000); in the data active means fluorescence above about 47; further: inactives centre near 10
# RGS4-Gao reg = modulators of RGS4 binding to Galphao, primary screen, biochemical, multiplexed bead flow cytometry; Guanine nucleotide-binding protein G(o) subunit alpha (Homo sapiens), P09471; actives lie on both sides; binding response (% of control), % at 10 µM; actives 0.33% (n = 220,000); AID 1415, 2008; in the data active means binding response below about 49% or above about 150%; inactive means in between;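 further: fluorescent Galphao activated with aluminum fluoride binding bead-coupled RGS4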
# Target sequence (P09471 whole entry, looked up): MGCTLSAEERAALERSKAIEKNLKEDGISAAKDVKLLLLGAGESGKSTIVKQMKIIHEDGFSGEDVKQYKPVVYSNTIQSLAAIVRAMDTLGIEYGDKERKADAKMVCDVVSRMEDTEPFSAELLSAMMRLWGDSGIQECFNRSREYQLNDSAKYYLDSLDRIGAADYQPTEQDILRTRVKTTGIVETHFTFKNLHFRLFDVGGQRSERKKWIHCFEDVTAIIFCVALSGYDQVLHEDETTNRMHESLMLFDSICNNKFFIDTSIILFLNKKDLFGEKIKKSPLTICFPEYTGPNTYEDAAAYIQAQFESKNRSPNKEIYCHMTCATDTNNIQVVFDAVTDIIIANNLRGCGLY
# RGS7-Gao = RGS7-Galphao binding modulators, primary screen, biochemical, multiplexed bead flow cytometry; AID 1439, 2008; Guanine nucleotide-binding protein G(o) subunit alpha (Homo sapiens), P09471; binding response (% of control), % at 10 µM; actives lie on both sides; actives 0.35% (n = 220,000); in the data active means binding response below about 49% or above about 150%; inconclusive means no clear call, values can overlap the other calls; inactive means in between;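 further: fluorescent Galphao held in activated GDP-AlF4 state binding bead-coupled RGS7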
# * marks the source's active call; other numbers are inactive results; ? = inconclusive.
Avidin bead fluor	RGS4-Gao reg	RGS7-Gao	Structure
7	93.2	?	N#C/C(=C/c1ccc(-c2cc([N+](=O)[O-])ccc2Cl)o1)C(N)=O
4	98.7	?	C[C@H](NC(=O)OC(C)(C)C)C(=O)N/N=C/C1=Cc2ccccc2OC1
7	95.0	?	NC(=O)N/N=C/C=C/c1ccc(F)cc1
8	106.3	?	CCn1cc(-c2n[nH]c(=S)n2-c2ccc(C)cc2Br)c(=O)c2ccc(C)nc21
10	109.0	?	O=C(O)CN1C(=O)/C(=C/c2ccc(N3CCCCC3)o2)SC1=S
4	94.3	?	Cc1nc2c(sc3nc(N4CCOCC4)c4c(c32)CC(C)(C)OC4)c(-c2ccccc2)c1C(=O)O
6	101.2	?	N#Cc1ccc(S(=O)(=O)Nc2ccc3ccccc3n2)cc1
4	104.6	?	Cc1ccc(C#CC(C)(O)C(C)(C)C)cn1 (configuration not stated)
6	99.4	?	COc1nc(NC(C)C)nc(N(C#N)CN2C(=O)c3ccccc3S2(=O)=O)n1
6	99.0	?	O=C1CS/C(=N/N=C/c2ccco2)N1Cc1ccc(F)cc1
3	105.0	?	c1ccc(-c2ccc(-c3nccc4ccccc34)[nH]2)cc1
7	101.9	?	Cc1oc(S(=O)(=O)N2CCCCC2)cc1NC(=O)Nc1ccc(F)cc1
19	94.5	?	O=C(O)CCSC(=S)N1CCOCC1
5	103.7	?	O=C(CSc1nnc(-c2ccc(C(F)(F)F)cn2)o1)Nc1ccccc1Cl
3	98.1	?	Cc1nnc(-c2ccc(N3CCCCCC3)c([N+](=O)[O-])c2)o1
15	99.5	?	CCOCCn1c(SCc2ccccc2)nc2c1c(=O)[nH]c(=O)n2C
5	99.7	?	Nn1c(SCc2ccc(F)cc2)nnc1-c1ccccn1
3	96.9	?	CCOC(=O)c1cc2cc([N+](=O)[O-])ccc2oc1=O
6	105.4	?	CC(C)(C)c1cc(C(=O)NNc2cccc(Cl)c2)n(Cc2ccccc2)n1
5	81.3	?	O=C(c1cccc([N+](=O)[O-])c1)c1ccccn1
7	57.5	?	COc1ccc2nc(N3CCCCC3)c(/C=C3\SC(=S)NC3=O)cc2c1
4	102.3	?	CCOc1cc(N2CCOCC2)c(OCC)cc1NC(=O)Cc1ccccc1
6	95.9	?	O=[N+]([O-])c1ccc(-c2nc(NCC3CCCO3)c3ccccc3n2)cc1 (configuration not stated)
12	95.2	?	Cc1ccc(C2/C(=C(/O)c3cnn(-c4ccccc4)c3C)C(=O)C(=O)N2CCCN2CCOCC2)o1 (configuration not stated)
8	86.1	?	O=C(NCc1ccccc1)C(=O)Nc1nc(-c2ccccc2)cs1
6	102.7	?	Cc1ccc(OC(=O)c2cc(C)nn2C(C)(C)C)cc1
3	86.6	?	O=C(CCl)c1ccc2[nH]c(=O)oc2c1
5	100.9	?	CCOC(=O)/C(C#N)=C/c1cccc(C)c1
7	103.3	?	CC1=CC(C)(C)NC(=S)N1c1cccc2cc(S(=O)(=O)O)ccc12
4	102.2	?	NS(=O)(=O)c1cccc(NC(=O)Cn2cc(C(F)(F)F)cc(Cl)c2=O)c1
6	99.7	?	CCc1nc(C)cc2c1sc1ccccc12
5	90.6	?	CCCn1nnc(NC(=O)/C=C/c2ccc(C(C)C)cc2)n1
3	100.1	?	COc1ccc(OC)c(C(=O)c2c(C)oc3cc([N+](=O)[O-])c(O)c([N+](=O)[O-])c23)c1
8	92.3	?	Cc1ccc(S(=O)(=O)NNC(=O)c2cc(C)cs2)cc1
8	86.5	?	Cc1ccc(S(=O)(=O)CCC#N)cc1
6	99.9	?	COc1ccc(Br)cc1[C@H]1[C@@H]2C=CCC[C@@]2(C)C(=O)N1Cc1ccccc1
10	99.7	?	CC(C)Nc1ccc(C(CC(N)=O)NC(=O)Cc2cccc3ccccc23)cc1[N+](=O)[O-] (configuration not stated)
4	99.2	?	N#Cc1c(N)n(-c2ccc(N)cc2)c2nc3ccccc3nc12
9	104.5	?	Oc1ccc(-c2cn3ccccc3n2)cc1
7	78.8	?	N#Cc1ccc(C23CC4(C2)[C@H](CN(Cc2ccc(-c5ccccc5)cc2)[C@@H]4c2ccccc2)C3c2ccccc2)cc1 (some centres not stated)

# The last 3 records of the part before are carried over, then new ones follow:
Avidin bead fluor	RGS4-Gao reg	RGS7-Gao	Structure
4	99.2	?	N#Cc1c(N)n(-c2ccc(N)cc2)c2nc3ccccc3nc12
9	104.5	?	Oc1ccc(-c2cn3ccccc3n2)cc1
7	78.8	?	N#Cc1ccc(C23CC4(C2)[C@H](CN(Cc2ccc(-c5ccccc5)cc2)[C@@H]4c2ccccc2)C3c2ccccc2)cc1 (some centres not stated)
7	104.6	?	O=C(O)COc1ccccc1/C=N/NC(=O)CSc1nc2ccccc2s1
6	101.5	?	Cc1cccc(OCCCn2c(CO)nc3ccccc32)c1
5	104.4	?	Oc1ccc(/C=N/Nc2nc(-c3ccccc3F)nc3ccccc23)c(O)c1
8	97.7	?	CNC(=S)NNC(=O)c1c(C)nc2cc(C)ccn12
1	73.7	?	CC(C)Oc1ccc(CC(=O)NNC(=S)Nc2ccccc2)cc1
7	99.8	?	Oc1ccccc1/C=N/[n+]1ccccc1
4	100.3	?	O=C(CCS(=O)(=O)c1ccc(Cl)cc1)Nc1ccc(N2CCOCC2)cc1
6	104.2	?	O=c1c2ccccc2nc(COc2ccccc2)n1/N=C/c1ccc(O)cc1O
8	97.1	?	CC(=O)OCCOCn1cnn2c(=O)c(Br)c(C)nc12
6	101.5	?	CC(C)n1cc(-c2nc(C(=O)NN)cs2)c(=O)n(Cc2ccccc2)c1=O
8	103.9	?	CCOC(=O)c1[nH]c2ccccc2c1NC(=O)C1CCCC1
10	97.3	?	COC(C[C@H]1O[C@@H]1[C@H](O)COCc1ccccc1)OC
11	94.2	?	O=C(Nc1cc(S(=O)(=O)N2CCOCC2)ccc1N1CCOCC1)c1cccc(S(=O)(=O)N2CCCCC2)c1
5	109.6	?	FC(F)C(F)(F)c1cc(-c2ccc(Cl)cc2)n[nH]1
7	102.7	?	COc1ccc(CC(=O)OCn2nnc3ccccc3c2=O)cc1OC
2	86.5	?	CC1(C)Cc2cccc(C(=O)NC3CCN(Cc4ccccc4)CC3)c2O1
10	95.7	?	CC1CCCCC12NC(=O)N(Cc1cc(=O)n3ccsc3n1)C2=O (configuration not stated)
8	98.1	?	CCc1ccc(NC(=O)Cn2nnc(-c3ccc(C)cc3-n3cnnn3)n2)cc1
3	98.5	?	CC(=O)N1CCC(C(=O)Nc2cc(C)cc(C)c2)CC1
10	97.1	?	N#CC1=C(S)N(c2ccccc2)C(c2ccc(-c3ccc(Cl)c(Cl)c3)o2)NC1=O (configuration not stated)
7	85.6	?	CCOc1ccc(Nc2ccnc3cc(Cl)ccc23)cc1
3	99.1	?	Cc1ccc(-n2nnnc2SCC(=O)N2Cc3ccccc3CC2C(=O)O)cc1 (configuration not stated)
9	102.4	?	CCC(Sc1nc(C)cc(C)n1)C(=O)Nc1ccc(S(N)(=O)=O)cc1 (configuration not stated)
7	100.8	?	O=C(COc1ccc(Cl)cc1)c1ccc(O)cc1O

# Single values from the entries so far:
# Avidin bead fluor, CCC(Sc1nc(C)cc(C)n1)C(=O)Nc1ccc(S(N)(=O)=O)cc1 (configuration not stated) stands at 9
# Avidin bead fluor, N#CC1=C(S)N(c2ccccc2)C(c2ccc(-c3ccc(Cl)c(Cl)c3)o2)NC1=O (configuration not stated) stands at 10
# RGS4-Gao reg, Cc1ccc(-n2nnnc2SCC(=O)N2Cc3ccccc3CC2C(=O)O)cc1 (configuration not stated) stands at 99.1
# RGS4-Gao reg, CCc1ccc(NC(=O)Cn2nnc(-c3ccc(C)cc3-n3cnnn3)n2)cc1 stands at 98.1
# Avidin bead fluor, CCOc1ccc(Nc2ccnc3cc(Cl)ccc23)cc1 stands at 7

# Later entries
Avidin bead fluor	RGS4-Gao reg	RGS7-Gao	Structure
8	99.5	?	CC(C)(C)C(=O)Nc1sc(-c2ccccc2)cc1C(=O)O
3	112.2	?	COc1ccc(CN2C(=O)CSC2c2ccncc2)cc1 (configuration not stated)
5	128.0	?	Cc1cc(NC(=O)CSc2nc(N)c(NC(=O)c3ccco3)c(=O)[nH]2)no1
7	100.5	?	Cc1cc(C)c(S(=O)(=O)N2CCOC2CNC(=O)C(=O)NCCCn2ccnc2)c(C)c1 (configuration not stated)
4	103.0	?	O=C(NC(=S)Nc1ccccc1[N+](=O)[O-])c1ccccc1Cl
4	106.0	?	Cc1cc2c(nn1)CCc1c-2no[n+]1[O-]
6	96.8	?	O=S(=O)(c1ccc(-c2ccon2)s1)N1CCOCC1
6	105.2	?	O=C(NC(=S)Nc1ccccc1Cl)c1cncc(C#Cc2ccccc2)c1
12	95.4	?	COc1cc2c(c(OC)c1OC)-c1c(cc3c(c1O)OCO3)C[C@@H](C)[C@@H](C)C2
16	101.1	?	C=CCCN(C(CC(C)C)C(=O)OC)S(=O)(=O)c1ccccc1Br (configuration not stated)
8	103.0	?	O=C1Nc2c(ccc(Cl)c2Cl)C(=O)C1(F)c1ccccc1 (configuration not stated)
6	102.2	?	CC(C)CC(=O)Nc1ncc([N+](=O)[O-])s1
5	99.9	?	CCCn1nc(NC(=O)c2cccs2)c2cc3ccc(C)cc3nc21
7	100.6	?	CCOc1ccc(CC(=O)NNC(=S)NC)cc1
6	98.8	?	CC(=O)NNC(=S)Nc1cccc(F)c1
2	96.0	?	O=C(O)CC(C(=O)O)N1C(=O)/C(=C/C=C/c2ccco2)SC1=S (configuration not stated)
6	100.4	?	CN(C)c1ccc(/C=N/NC(=O)c2cc(=O)[nH]c3ccccc23)cc1
10	99.9	?	CNc1ccccc1C(=O)OC
4	76.6	?	CC(=O)Nc1ccc2cc3ccc(NC(C)=O)cc3nc2c1
6	100.2	?	COc1cc(C2C(C#N)=C(N)Oc3n[nH]c(-c4cccnc4)c32)ccc1OCC(N)=O (configuration not stated)
10	111.5	?	O=C(CSc1nccc(=O)[nH]1)NC1CCCc2ccccc21 (configuration not stated)
4	98.3	?	COc1ccc(C2CC(=O)C3=C(C2)Nc2ccccc2N(C(=O)CCC(=O)O)C3c2ccc(F)cc2)cc1 (configuration not stated)
6	101.2	?	COc1ccc(Nc2nnc(C)c(=O)[nH]2)c(OC)c1
8	96.9	?	O=C(N/N=C/c1ccccc1[N+](=O)[O-])c1ccc2c(c1)OCCO2
5	96.2	?	NS(=O)(=O)c1ccc(CCNCC(=O)NC2CC2)cc1
3	96.6	?	O=C1c2cccc(Sc3ccccc3)c2C(=O)c2c(Sc3ccccc3)cccc21
7	104.2	?	O=C(O)c1ccc(NC(=O)C2(c3ccccc3)CCCC2)cc1
11	109.2	?	CC(=O)/C(C#N)=C1\NC(=O)C(Cc2ccc(C)c(Cl)c2)S1 (configuration not stated)
6	97.9	?	CCOC(=O)C1=C(C)NC(C)=C(C(=O)OC)C1c1ccco1 (configuration not stated)
9	103.2	?	Cc1ccc(CNC(=O)C2CC3Cn4c(nc5cc(C)c(C)cc54)C3N2C)o1 (configuration not stated)
8	100.9	?	CC1(C)SC(=S)N(/N=C/c2cccnc2)C1N(O)C(=O)Nc1ccccc1 (configuration not stated)
8	104.4	?	Cc1cc(C(F)(F)F)cc(NNC(=O)NC(=O)c2ccc(Cl)cc2)n1
6	99.2	?	Cc1nc(-c2cc(-c3nc(-c4ccc(C(C)(C)C)cc4)no3)no2)cs1
7	100.8	?	CC(=O)Nc1ccc(Nc2ncnc3ccccc23)cc1
7	101.3	?	FC(F)(F)c1ccc(Sc2n[nH]c(C(F)(F)F)n2)nc1
7	97.7	?	Cn1nc(-c2ccc(Cl)cc2)cc1NC(=O)CC(C)(C)CC(=O)O
14	143.8	?	CS(=O)(=O)N1N=C(c2ccco2)CC1c1ccccc1Cl (configuration not stated)
3	99.7	?	Cc1cc2c(sc3c(C)ccc(C)c32)c(C)n1
6	100.2	?	O=C(c1ccco1)N1CCN(Cc2cn[nH]c2-c2cccc3ccccc23)CC1
10	97.2	?	CC(=O)N1c2ccccc2C(C)=CC1(C)C
7	100.7	?	O=C(NCc1ccc2c(c1)OCO2)c1cc(=O)[nH]c2ccccc12
9	102.0	?	CN(C)CCCNc1ccc(-c2cc(Nc3cccc(Cl)c3)ncn2)cn1
2	101.9	?	O=C(Nc1ccccc1)Nc1ccno1
8	103.2	?	Cc1ccccc1C(=O)Nc1c(-c2cccs2)c(=O)c2ccccc2n1C
7	101.5	?	COc1cc2c(cc1OC)CN(C(=O)c1cccc([N+](=O)[O-])c1)CC2
21	127.8	?	O=C1C(CSCc2ccccc2)NC(=S)N1c1ccccc1 (configuration not stated)
10	93.9	?	O=P(O)(O)c1cc(-c2ccccc2)oc1-c1ccccc1
3	84.1	?	O=C(CN1CCN(c2ccccn2)CC1)Nc1cccc(S(=O)(=O)N2CCOCC2)c1
5	97.6	?	Cc1ccc2nc(-c3ccc(NS(=O)(=O)c4c(C)n(C)c(=O)n(C)c4=O)cc3)sc2c1
6	101.5	?	CCCNC(=O)c1ccccc1C(=O)NC1(C(=O)NCCC)CCCC1
7	102.1	?	COc1cccc(-c2nc(N3CCCC3)c3ccccc3n2)c1O
14	105.4	?	O=C(Nc1ccc(F)cc1)c1cc2c(s1)CCCC2
20	95.3	?	O=C(CN1CCN(S(=O)(=O)c2ccccc2[N+](=O)[O-])CC1)Nc1ccc(N2CCOCC2)cc1
7	99.3	?	COc1ccc(NC(=O)CSc2nncs2)cc1S(N)(=O)=O
7	101.8	?	COCCCNC(=S)Nc1cccc(SC)c1
7	105.1	?	Cn1nc(C(F)(F)F)c(-c2ccccc2)c1NC(=O)c1nccnc1C(=O)O

# A portion of the library; count on the stated rates, not on these rows.
